Salmonella PhoP GFP = PhoP-dependent GFP reporter repression – Salmonella Typhimurium, primary screen (AID 1863); S. Typhimurium PhoP-regulated promoter GFP reporter, 4 h; higher % means a stronger effect; one-dose inhibition, % at 50 µM; IC50 in µM for titrated hits; actives 0.16% (n = 300,000);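 active means inhibition over 29.93%, a cutoff 3 SD above the screen mean, later confirmed by dose response; inconclusive means inhibition over 29.93% but no dose response follow-up; inactive means inhibition at most 29.93% or unconfirmed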;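 further: 0% = low Mg2+ inducing control and 100% = high Mg2+ repressing control; strong numbers were not always called active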
West Nile antiviral = West Nile virus antiviral activity, cell-based, CPE readout (AID 1621); West Nile virus-infected cells, CPE inhibition; higher % means a stronger effect; CPE inhibition, % at 10 µM, or IC50 in µM where a hit was titrated; actives 0.02% (n = 290,000); in the data active means a potency from the dose series; inconclusive means CPE inhibition mostly from about 3.7% at the one dose, without a potency; inactive means the rest, 99 in 100 with CPE inhibition below about 2.2%; further: strong numbers were not always called active
Rac1 GTP hydrolysis = MgcRacGAP GTPase-activating activity inhibitors, confirmation, biochemical, ADP Hunter fluorescence | MgcRacGAP-stimulated Rac1 GTP hydrolysis, ADP Hunter fluorescence; higher % means a stronger effect; GST-tagged Rac1 F28L mutant substrate | inhibition, % at 30 µM; hits with a dose series show IC50 in µM | actives 0.6% (n = 340,000) | AID 624330;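 active means first-screen hits whose inhibition reached a set limit at any dose in the follow-up dose series; inconclusive means inhibition above the set first-screen limit but never retested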;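 further: fluorescence reports GDP produced by GAP-driven GTP hydrolysis; strong numbers were not always called active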
SV40 large T antigen = TAg ATPase/helicase activity blockers – biochemical (AID 1903); SV40 large T antigen ATPase/helicase inhibition assay; higher % means a stronger effect; inhibition, % at 20 µM, or IC50 in µM where a hit was titrated; actives 0.39% (n = 310,000); in the data active means a potency from the dose series; inconclusive means inhibition mostly from about 32% at the one dose, without a potency; inactive means the rest, 99 in 100 with inhibition below about 32%; further: strong numbers were not always called active
K1F lysis inhibition = inhibition of K1F phage lysis, E. coli UTI89, bacterial capsule biogenesis inhibitors, alamar blue (AID 488966); E. coli UTI89 K1F phage lysis, alamar blue, 2 h; higher % means a stronger effect; inhibition, % at 100 µM; hits with a dose series show IC50 in µM; actives 0.02% (n = 340,000);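 active means phage lysis inhibition, versus mean bacterial control, above a set limit; inconclusive means no clear call, values can overlap the other calls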;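 further: capsule biogenesis inhibitors block K1F phage lysis so surviving cells raise fluorescence; higher fluorescence means more inhibition of phage lysis; actives were called in the ten point dose series up to 300 µM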
T cell modulator = modulates CD8 T cell binding to vesicles. 2C CD8+ T cell-vesicle binding, flow cytometry; stronger effect = lower value. actives 0.068% (n = 330,000). calls only at 7 µM;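 active means response, share of CD8 T cells binding vesicles, and their 90th percentile fluorescence all below set limits, cut at about 80% in these data, passing the limit was not always enough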
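Assay system: 2C TCR transgenic mouse naive CD8+ T cells, MACS-purified | Read-out: CD8+ gate FL2 mean fluorescence as % of same-row positive control | Signal: High-throughput flow cytometry with anti-B7-1 and anti-CD8 staining | Timing: Binding step 1.5 h, 37 °C, antibody labelling 20 min, ice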
NTR1 agonist = agonists of NTR1, primary screen, imaging, U2OS cells, beta-arrestin-GFP, high content (AID 493036) | P30989 | actives 0.17% (n = 330,000) | NTR1-U2OS beta-arrestin-GFP spot imaging, agonist mode | activation, % at 20 µM;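 active means activation at or above 40% of the spot to cytoplasm intensity ratio, with at least 20 cells analyzed; inconclusive means wells under 20 cells, flagged as cytotoxic or low count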;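 further: 0% = DMSO without peptide and 100% = 100 nM NTR1 peptide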
Target sequence (P30989 whole entry, looked up): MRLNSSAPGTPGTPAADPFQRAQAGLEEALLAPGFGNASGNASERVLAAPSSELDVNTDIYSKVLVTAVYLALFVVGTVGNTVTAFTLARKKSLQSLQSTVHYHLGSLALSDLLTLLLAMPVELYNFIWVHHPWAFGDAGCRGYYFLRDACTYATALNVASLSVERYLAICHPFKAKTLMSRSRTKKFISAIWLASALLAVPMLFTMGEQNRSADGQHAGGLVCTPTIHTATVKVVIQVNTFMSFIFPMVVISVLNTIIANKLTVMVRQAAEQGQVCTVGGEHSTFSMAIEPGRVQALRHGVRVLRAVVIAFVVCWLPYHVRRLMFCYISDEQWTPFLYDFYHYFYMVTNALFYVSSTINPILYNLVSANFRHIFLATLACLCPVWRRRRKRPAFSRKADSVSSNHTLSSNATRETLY
NS5 inhibitors = Dengue-2 NS5 methyltransferase inhibitors, primary screen, biochemical, confirmation dose response (AID 588689) | Dengue-2 NS5 methyltransferase capping enzyme assay, biochemical; higher % means a stronger effect | inhibition, % at 25 µM; hits with a dose series show IC50 in µM | actives 0.3% (n = 340,000); in the data active means a potency from the dose series; inconclusive means inhibition above about 29% without an active follow-up result
RSV antiviral HEp-2 = RSV antiviral activity via CPE protection, HEp-2 cells, primary 10 µM value included (AID 2391); HEp-2 cells, RSV-induced CPE inhibition; higher % means a stronger effect; CPE inhibition, % at 10 µM; hits with a dose series show IC50 in µM; actives 0.13% (n = 310,000); in the data active means a potency from the dose series; inconclusive means CPE inhibition mostly from about 23% at the one dose, without a potency; inactive means the rest, 99 in 100 with CPE inhibition below about 21%; further: strong numbers were not always called active
T cell modulator vesicle-bound % = second read-out of T cell modulator, no call of its own (marks repeat the call); double positive events, %; measured here: CD8+ vesicle-bound cell fraction;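 binding gate set so that unloaded-vesicle control wells show 10% double positive cells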
NTR1 agonist cell count 20 µM = further read-out of NTR1 agonist, marked with its call; cell count; measured here: cell count, cytotoxicity flag
Active calls of the source: *; i = inactive; ? = inconclusive; / = not tested or not shown; [ ] = another dose, or the depositor's remark.

SMILES | Salmonella PhoP GFP | West Nile antiviral | Rac1 GTP hydrolysis | SV40 large T antigen | K1F lysis inhibition | T cell modulator | T cell modulator vesicle-bound % | NTR1 agonist | NTR1 agonist cell count 20 µM | NS5 inhibitors | RSV antiviral HEp-2
O=C(Cn1cccc(C(F)(F)F)c1=O)c1ccc(Cl)cc1 | 1% | -0.4% | 6% | 9% | 1.5% | i | 37 | 1.1 | 58 | -2% | 0.3%
CCc1ccc(CN(C)C(=O)c2cccc(S(=O)(=O)Nc3ccccc3OC)c2)cc1 | / | / | 3% | / | -0.5%[50 µM] | / | / | 2.6 | 57 | 6% | /
COC(=O)Nc1ccc(S(=O)(=O)N2CCCC(C(=O)N3CCCCCC3)C2)cc1 (centres undefined) | 9% | -0.6% | 1% | 2% | i | i | 42 | -0.2 | 39 | -1% | 1.7%
O=C(COC(=O)C1CC2C=CC1C2)NCc1ccco1 (centres undefined) | 3% | 0.0% | 6% | 8% | 2.2% | i | 22 | 1.0 | 45 | 1% | 2.1%
CCC(=O)N(CCC(c1ccco1)C(C)C)Cc1ccccc1 (centres undefined) | -5% | -1.3% | -1% | 6% | -2.0% | i | 58 | 2.2 | 49 | -2% | 3.5%
COc1cc(S(=O)(=O)N2CCOCC2)cc(C(=O)NCC(c2cccs2)N2CCOCC2)c1OC (centres undefined) | / | / | 1% | / | 0.8%[50 µM] | i | 16 | -0.2 | 47 | -6% | /
Cc1ccc(CCNC(=O)C2CCCN(S(=O)(=O)N3CC(C)CC(C)C3)C2)cc1 (centres undefined) | -11% | 0.1% | 7% | 13% | 0.2% | i | 18 | -0.6 | 56 | -8% | 2.0%
O=C(Oc1cccc2ccccc12)C1CC1 | -5% | 0.1% | 1% | -1% | 0.1% | i | 48 | -1.3 | 58 | -3% | -0.9%
CN(C)c1nc(NCc2ccccc2)nc(N/N=C/c2ccccc2F)n1 | 4% | 0.2% | / | -1% | / | i | 22 | 5.9 | 36 | / | 1.7%
Cn1ccnc1SCC(=O)c1cc2ccccc2o1 | 11% | 1.5% | 18% | 6% | -0.6%[50 µM] | i | 42 | 0.9 | 66 | -1% | -0.6%
CCc1ccc(-c2cc3c(=O)n(CC(=O)NCCN4CCCCC4C)nc(C)n3n2)cc1 (centres undefined) | -1% | ? | 1% | 6% | 1.0% | i | 11 | 0.9 | 52 | 0% | 0.1%
O=[N+]([O-])c1ccc(N2CCCCC2)cc1SCCO | 1% | -0.8% | 2% | -6% | 0.0% | i | 35 | 1.0 | 52 | -5% | 2.5%
COc1cc2c(cc1OC)C(c1cccc([N+](=O)[O-])c1)N(C(=O)c1ccccc1C(=O)O)CC2 (centres undefined) | -11% | 0.3% | -2% | 8% | -2.2% | i | 45 | 1.9 | 25 | -1% | -0.8%
COc1ccc(-c2nnn(CCC(=O)O)n2)cc1 | -10% | 0.1% | 0% | 15% | -0.2% | i | 33 | -0.9 | 71 | -4% | -0.3%
COC(=O)CC1Oc2ccccc2N(Cc2ccccc2)C1=O (centres undefined) | -4% | 0.4% | 1% | -10% | -2.6% | i | 63 | -0.5 | 57 | 2% | 0.0%
CC(=O)CSc1cc(C)nc2c(-c3ccccc3)c(C)nn12 | -1% | -0.3% | 12% | 9% | -0.2% | i | 58 | 2.8 | 46 | 1% | 3.8%
CC(=NCc1cccnc1)C1=C(O)c2ccccc2C1=O | -1% | 0.1% | 7% | 17% | -0.4% | i | 20 | 0.2 | 57 | -9% | 0.1%
O=C(NNC(=O)c1ccccc1O)c1cccc(Br)c1 | 4% | -1.3% | -6% | -3% | -1.3% | i | 61 | 0.6 | 60 | -20% | 2.8%
COC(=O)[C@H](C)NC(=O)NCc1ccccc1 | -1% | 0.2% | 6% | 13% | 0.1% | i | 11 | -1.0 | 34 | 4% | /
CC(C)CCNC(=O)CN(Cc1ccco1)C(=O)c1snc(C(N)=O)c1N | 5% | -1.4% | 6% | 6% | -2.5% | i | 66 | 0.2 | 36 | 3% | 0.0%
COc1ccccc1NCC(O)COc1ccc(C(C)(C)C)cc1 (centres undefined) | -10% | -0.9% | 27% | 11% | -0.3% | i | 50 | 15 | 67 | -1% | -1.1%
COc1ccc(OC)c(NCc2nnc(-c3ccccc3)o2)c1 | 1% | 0.3% | 14% | 11% | 0.0% | i | 49 | 0.1 | 57 | 3% | 1.5%
CCCN1C(=O)/C(=C/c2ccc(OCc3ccc(C(=O)O)cc3)c(OC)c2)NC1=S | / | / | / | 63% | / | i | 31 | 0.8 | 42 | / | 1.1%
COc1ccc(-c2cn(CCO)c(-c3ccc(Cl)nc3)n2)cc1 | / | / | 12% | 18% | 1.0% | i | 58 | -2.2 | 93 | -8% | 0.5%
Cc1cccc(NC(=O)NCC(c2ccc(F)cc2)N2CCN(C)CC2)c1 (centres undefined) | -9% | -0.1% | -3% | 10% | 0.2% | i | 25 | 0.4 | 77 | -5% | 0.7%
CC(=O)N1c2ccc3ccccc3c2C(C)CC12CCCCC2 (centres undefined) | 6% | -0.3% | 13% | 27% | 0.1% | i | 41 | 16 | 50 | -1% | 1.2%
CS(=O)(=O)c1ccc(C(=O)Nc2ccccc2N2CCOCC2)c(Cl)c1 | 9% | -0.5% | 6% | 9% | 0.4% | i | 21 | 0.5 | 42 | -2% | -0.1%
Cc1cc(C)nc(CCNC(=O)C2CCC(=O)N(Cc3ccccc3F)C2)n1 (centres undefined) | -5% | 0.3% | 9% | 10% | 0.5% | i | 24 | 3.4 | 62 | -1% | 2.5%
CSc1ncccc1C(=O)OCC(=O)NC(C)CCc1ccccc1 (centres undefined) | / | / | 4% | / | 1.1%[50 µM] | i | 54 | -0.6 | 57 | 3% | /
COc1ccc(/C=C/C(O)=C2/C(=O)N(C)C3(C)CC2c2ccccc2O3)cc1 (centres undefined) | -4% | ? | 2% | 3% | 0.5% | i | 31 | 1.8 | 69 | -10% | ?
CC(C)CC(CO)N1CCN(C(=O)c2ccccc2)CCC1=O (centres undefined) | -1% | -0.4% | 9% | 16% | 0.8% | i | 19 | -0.1 | 30 | -5% | -0.3%
Cc1n[nH]c(=O)c2c(NC(=O)CSc3nc4ccccc4c(=O)n3CCCO)oc(C)c12 | -2% | 0.5% | 11% | 12% | 0.0% | i | 33 | 0.4 | 75 | -9% | 1.5%
Oc1ccccc1CNc1cnc2ccccc2c1 | -1% | -0.2% | -3% | -1% | 3.0% | i | 16 | 2.2 | 50 | -2% | ?
CCc1ccc(NC(=O)C(NS(=O)(=O)c2cccc3nsnc23)c2ccccc2)cc1 (centres undefined) | 7% | -1.4% | 7% | 10% | 0.3%[50 µM] | i | 52 | 10 | 69 | -1% | ?
COc1ccccc1-c1nc(C#N)c(N2CCN(c3cccc(Cl)c3)CC2)o1 | -6% | -0.3% | 6% | -1% | ? | i | 44 | 5.9 | 85 | -1% | -0.3%
O=C1CCC/C(=N\NC(=O)c2ccc(COc3ccccc3-c3ccccc3)cc2)C1 | -9% | -1.0% | -1% | 0% | -0.4% | i | 40 | 2.1 | 24 | 3% | 9.8%
N#Cc1nccnc1N1CCN(C(=O)Nc2ccccc2)CC1 | -6% | 0.7% | 6% | 18% | 1.0% | i | 36 | 0.5 | 43 | -2% | /
COc1ccc(C(=O)CSc2nnc3ccc(-c4ccccn4)nn23)cc1 | -7% | -0.3% | 8% | 1% | 0.3% | i | 44 | 4.5 | 48 | -4% | 0.2%
O=C(O)c1cc2cc(F)ccc2[nH]1 | -14% | 0.3% | 5% | 1% | 0.5% | i | 12 | -1.3 | 53 | -3% | -0.1%
COc1ccc(N2CCN(C(=O)CSc3nnc4c5cc(C)ccc5n(C)c4n3)CC2)cc1 | 6% | -0.7% | 5% | 7% | -0.1% | i | 27 | 2.8 | 42 | -3% | 3.0%

Among those listed so far, 2 contain a cyano group.
SMILES | Salmonella PhoP GFP | West Nile antiviral | Rac1 GTP hydrolysis | SV40 large T antigen | K1F lysis inhibition | T cell modulator | T cell modulator vesicle-bound % | NTR1 agonist | NTR1 agonist cell count 20 µM | NS5 inhibitors | RSV antiviral HEp-2
COc1ccccc1-c1nc(C#N)c(N2CCN(c3cccc(Cl)c3)CC2)o1 | -6% | -0.3% | 6% | -1% | ? | i | 44 | 5.9 | 85 | -1% | -0.3%
N#Cc1nccnc1N1CCN(C(=O)Nc2ccccc2)CC1 | -6% | 0.7% | 6% | 18% | 1.0% | i | 36 | 0.5 | 43 | -2% | /

Next part.
SMILES | Salmonella PhoP GFP | West Nile antiviral | Rac1 GTP hydrolysis | SV40 large T antigen | K1F lysis inhibition | T cell modulator | T cell modulator vesicle-bound % | NTR1 agonist | NTR1 agonist cell count 20 µM | NS5 inhibitors | RSV antiviral HEp-2
CC1(C)Oc2ccc3ccc(=O)oc3c2C[C@H]1O[C@@H]1O[C@H](CO)[C@@H](O)[C@H](O)[C@H]1O | / | / | 4% | / | 0.7% | i | 30 | -1.1 | 74 | 2% | /
O=C(OCC(=O)c1c[nH]c2ccccc12)c1ccc(Br)o1 | 9% | -0.2% | 13% | 7% | 1.2% | i | 33 | -1.5 | 66 | -7% | 3.1%
C#CCOCCOCCOCCNc1nc(N2CCN(C(=O)[C@H](CCCCN)n3cc([C@@H](N)[C@H](C)CC)nn3)CC2)nc(N2CCN(C(=O)[C@H](CCCCN)n3cc([C@@H](N)CC(N)=O)nn3)CC2)n1 | / | / | 11% | / | 1.2% | i | 35 | -0.9 | 78 | 10% | /
COc1ccc(C2CC(c3ccc(Cl)cc3)n3nc(N)nc3N2)cc1 (centres undefined) | -1% | -0.4% | 9% | 5% | -3.9% | i | 64 | -3.9 | 60 | 1% | -0.7%
COc1ccc(N(C(=O)CNC(=O)c2cccs2)C(C(=O)NCC2CCCO2)c2ccccc2)cc1OC (centres undefined) | 3% | 1.3% | -5% | 9% | -0.8% | i | 26 | 1.0 | 46 | 1% | -1.9%
O=C(C[C@@H]1C/C=C/CC[C@@H](Cc2ccc(F)cc2)C(=O)OCCNC1=O)N[C@H](CO)Cc1ccccc1 | / | / | 3% | / | -1.4% | i | 1 | -2.1 | 56 | 3% | /

Screening results (PubChem BioAssay)
